Bioassay records (PubChem)
KKLEB tox: cytotoxicity in KKLEB CF airway cells, primary screen, cytotoxicity control for CF NF-kB inhibitor project, cell-based, uHTS, fluorescence assay plates; KKLEB CF airway cells viability, ATPlite luminescence, overnight; stronger effect = lower value; cells stimulated with P. aeruginosa culture filtrate; actives 0.36% (n = 360,000); activity change (cytotoxicity), % at 5 µM;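 active means corrected activity change at or below -50% at 5 µM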
LRH-1 inv ag: LRH-1 (NR5A2) inverse agonists, primary screen, cell-based, luminescence, HEK293T, StAR-luciferase reporter; Nuclear receptor subfamily 5 group A member 2 (Homo sapiens), O00482; LRH-1 transfected, 24 h; inhibition, % at 3.6 µM; actives 0.13% (n = 360,000);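 active means inhibition above the mean inhibition of all tested compounds plus 3 SD, cut at about 73% in these data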;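 further: 0% = DMSO wells and 100% = reporter-only cells lacking LRH-1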
Target sequence (O00482 whole entry, looked up): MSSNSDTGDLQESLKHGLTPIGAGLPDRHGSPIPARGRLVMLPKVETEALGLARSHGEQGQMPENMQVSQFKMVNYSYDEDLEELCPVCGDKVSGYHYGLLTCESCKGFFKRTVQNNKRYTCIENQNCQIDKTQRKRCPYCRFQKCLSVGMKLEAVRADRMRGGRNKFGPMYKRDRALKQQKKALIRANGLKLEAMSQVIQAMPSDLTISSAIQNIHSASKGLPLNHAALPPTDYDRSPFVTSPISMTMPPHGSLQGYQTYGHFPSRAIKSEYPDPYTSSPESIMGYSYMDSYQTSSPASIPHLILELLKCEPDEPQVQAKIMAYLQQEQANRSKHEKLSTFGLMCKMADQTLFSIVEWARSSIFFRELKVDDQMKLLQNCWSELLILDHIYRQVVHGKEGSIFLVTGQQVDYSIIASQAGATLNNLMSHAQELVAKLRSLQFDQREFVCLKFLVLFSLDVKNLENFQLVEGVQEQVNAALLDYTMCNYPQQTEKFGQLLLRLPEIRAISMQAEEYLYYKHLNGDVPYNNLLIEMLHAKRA
CF NFkB inh: inhibitors of PAF-induced NF-kB signaling, primary screen, cell-based, GFP fluorescence, uHTS | KKLEB NF-kB-GFP reporter, GFP fluorescence overnight | inhibition, % at 5 µM | actives 0.86% (n = 360,000) | AID 588850, 2011;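 active means at least 50% inhibition at 5 µM, scaled per plate between neutral and stimulator controls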;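 further: PAF is a Pseudomonas aeruginosa culture filtrate used as stimulus; plate controls were PAF-stimulated DMSO wells for no effect and unstimulated DMSO wells for full effect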
NCOA3 inh: SRC3 coactivator transcriptional activity inhibitors, primary screen, cell-based, luminescence | Nuclear receptor coactivator 3 (Homo sapiens), Q9Y6Q9 | AID 588352, 2011 | inhibition, % at 3.6 µM | actives 0.17% (n = 360,000) | HEK293 GAL4-SRC3 luciferase reporter;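 active means inhibition above a per-campaign cutoff, the mean of all compounds plus 3 SD, cut at about 60% in these data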;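 further: 0% = DMSO-treated cells and 100% = gossypol-treated cells at 36 µM; higher means less SRC3-driven luciferase light from the GAL4 reporter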
TROY NFkB inh: inhibitors of TROY-driven NF-kB signaling, primary screen, Q293 LMP1-TROYcd cells, NF-kB luciferase, uHTS | Q293 LMP1-TROYcd NF-kB luciferase reporter, 4 h | inhibition, % at 10 µM | actives 0.98% (n = 360,000) | AID 1347056, 2019;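 active means compounds whose plate-normalised and pattern-corrected inhibition of the luciferase reporter signal at the single screening dose is 50% or more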
TWEAK Fn14 block: inhibitors of TWEAK-Fn14 signaling, primary screen, luciferase reporter cells, uHTS. TWEAK-stimulated Fn14 reporter cells, luciferase luminescence, 8 h. inhibition, % at 10 µM. actives 2% (n = 360,000); in the data active means inhibition above about 50%
LMP1 NFkB inh: EBV LMP1-driven NF-kappaB luciferase reporter inhibitors, primary screen, cell-based, luminescence, single point; inhibition, % at 12.5 µM; AID 504558, 2011; LMP1-induced NF-kappaB luciferase reporter cells; actives 0.69% (n = 350,000); in the data active means inhibition above about 41%;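 further: 0% = neutral control wells and 100% = reference inhibitor control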
Shn3 3UTR inh: reduction of Shn3 3'UTR firefly luciferase signal, primary screen, Schnurri-3 inhibitor project, cell-based, Clone20 osteoblasts, set 2; inhibition, % at 12.5 µM; Clone20 osteoblast Shn3 3'UTR firefly luciferase, 24 h; actives 0.52% (n = 360,000);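 active means mean inhibition of at least 75% with every replicate also reaching 75%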;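 further: 0% = median of neutral control wells and 100% = pilot-screen positive control compound; some compounds past the cut are filed as inactive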
TRAIL sens C8: viability loss with TRAIL in NB7+C8 cells, primary screen, TRAIL sensitizer project, cell-based, ATPlite luminescence; inhibition (viability loss, TRAIL sensitization), % at 10 µM; actives 1% (n = 360,000); AID 624354, 2012;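 active means compounds causing at least 50% loss of cell viability in the single-dose screen, relative to plate controls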
NCOA1 inh: SRC1 coactivator transcriptional activity inhibitors, primary screen, cell-based, luminescence; Nuclear receptor coactivator 1 (Homo sapiens), Q15788; HEK293 GAL4-SRC1 luciferase reporter; AID 588354, 2011; actives 0.12% (n = 360,000); inhibition, % at 3.6 µM;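 active means inhibition above the campaign mean plus 3 SD, with each screening campaign given its own cutoff, cut at about 60% in these data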;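 further: 0% = DMSO treated cells and 100% = gossypol at 36 µM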
NR2F2 inh: NR2F2 transcriptional activity inhibitors, primary screen, cell-based, luciferase reporter, HEK293T, luminescence; AID 686940, 2013; inhibition, % at 8.6 µM; actives 0.7% (n = 370,000); HEK293T NGFI-A luciferase reporter; COUP transcription factor 2 (Homo sapiens), P24468;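 active means inhibition above a per-plate cutoff, mean inhibition of test wells between control levels plus 3 SD, cut at about 38% in these data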;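 further: cells cotransfected with COUP-TFII expression vector driving the NGFI-A reporter; 0% = median of COUP-TF2 test wells and 100% = reporter-only cells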
Target sequence (P24468 whole entry, looked up): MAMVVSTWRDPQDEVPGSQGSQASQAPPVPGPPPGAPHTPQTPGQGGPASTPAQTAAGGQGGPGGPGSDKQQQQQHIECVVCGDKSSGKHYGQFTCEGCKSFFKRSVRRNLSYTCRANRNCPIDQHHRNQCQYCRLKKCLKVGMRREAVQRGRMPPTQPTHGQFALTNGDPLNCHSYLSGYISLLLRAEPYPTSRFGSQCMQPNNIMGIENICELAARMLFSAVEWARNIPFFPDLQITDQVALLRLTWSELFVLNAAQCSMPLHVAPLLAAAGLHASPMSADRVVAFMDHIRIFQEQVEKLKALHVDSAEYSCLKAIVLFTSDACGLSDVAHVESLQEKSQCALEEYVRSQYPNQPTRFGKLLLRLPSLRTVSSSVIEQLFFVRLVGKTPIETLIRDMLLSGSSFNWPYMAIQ
Numbers without * were called inactive. Some of the compounds tested; the hit share may differ from the screen's.

What do the screens show for `CC(=O)c1cc(CC=C(C)C)c(O)cc1O`?
KKLEB tox: 2; LRH-1 inv ag: 4; CF NFkB inh: 23; NCOA3 inh: 11; TROY NFkB inh: 20; TWEAK Fn14 block: -6; LMP1 NFkB inh: -4; Shn3 3UTR inh: 12; TRAIL sens C8: -13; NCOA1 inh: 6; NR2F2 inh: 1

Results for CC1CCc2[nH]c3ccc(C(=O)N(C)CC(=O)Nc4ccc(F)cc4)cc3c2C1 (stereo not drawn) ?
KKLEB tox: -1; LRH-1 inv ag: -1; CF NFkB inh: 7; NCOA3 inh: -2; TROY NFkB inh: -5; TWEAK Fn14 block: -22; LMP1 NFkB inh: -2; Shn3 3UTR inh: 0; TRAIL sens C8: 2; NCOA1 inh: 5; NR2F2 inh: 9

Results for O=C(O)COc1ccc(/C=N/NC(=O)c2cccc3ccccc23)cc1 ?
KKLEB tox: 0; LRH-1 inv ag: -12; CF NFkB inh: 8; NCOA3 inh: -21; TROY NFkB inh: 3; TWEAK Fn14 block: -14; LMP1 NFkB inh: -2; Shn3 3UTR inh: -26; TRAIL sens C8: -22; NCOA1 inh: -6; NR2F2 inh: 8

What do the screens show for `CCN(C[C@H]1N[C@@](C)(C(=O)OC)[C@H]2C(=O)N(C)C(=O)[C@@H]12)S(=O)(=O)c1ccccc1`?
KKLEB tox: -4; LRH-1 inv ag: -4; CF NFkB inh: -24; NCOA3 inh: 6; TROY NFkB inh: -18; TWEAK Fn14 block: -32; LMP1 NFkB inh: -4; Shn3 3UTR inh: 14; TRAIL sens C8: -2; NCOA1 inh: -5; NR2F2 inh: -10

What do the screens show for `COC(=O)c1ccc2nc(-c3ccc(F)cc3)c(Cc3ccccc3C(F)(F)F)n2c1`?
LRH-1 inv ag: 5; TROY NFkB inh: -16; TWEAK Fn14 block: 11; TRAIL sens C8: -2; NR2F2 inh: -5

What do the screens show for `COc1ccc(N2CCN(C(=O)CCNS(=O)(=O)c3ccc(Br)s3)CC2)cc1`?
KKLEB tox: 8; LRH-1 inv ag: 16; CF NFkB inh: 7; NCOA3 inh: 12; TROY NFkB inh: 5; TWEAK Fn14 block: 12; LMP1 NFkB inh: -8; Shn3 3UTR inh: 14; TRAIL sens C8: -11; NCOA1 inh: 6; NR2F2 inh: 7

Results for CCC(=O)Nc1ccc(C(=O)COC(=O)CCN2C(=O)C3CC=CCC3C2=O)cc1 (stereo not drawn) ?
KKLEB tox: 14; LRH-1 inv ag: 3; CF NFkB inh: -39; NCOA3 inh: 3; TROY NFkB inh: -14; TWEAK Fn14 block: 1; LMP1 NFkB inh: -3; Shn3 3UTR inh: -14; TRAIL sens C8: -16; NCOA1 inh: 2; NR2F2 inh: 5

How did COc1ccc(N2CCN(S(=O)(=O)c3ccc(OC)c(C(=O)N4CCOCC4)c3)CC2)cc1 do in these assays?
KKLEB tox: 1; LRH-1 inv ag: -9; CF NFkB inh: 2; NCOA3 inh: -1; TROY NFkB inh: 9; TWEAK Fn14 block: 3; LMP1 NFkB inh: -6; Shn3 3UTR inh: 9; TRAIL sens C8: -23; NCOA1 inh: 4; NR2F2 inh: -7

What do the screens show for `CCOc1ccc2nc(SCC(=O)NC3CCCc4ccccc43)sc2c1` (stereo not drawn)?
KKLEB tox: -6; LRH-1 inv ag: -18; CF NFkB inh: -16; NCOA3 inh: 3; TROY NFkB inh: 4; TWEAK Fn14 block: -21; LMP1 NFkB inh: -1; Shn3 3UTR inh: -25; TRAIL sens C8: -4; NCOA1 inh: 7; NR2F2 inh: 16

Results for COc1ccc(CN(C)C(=O)c2ccc(OCC(=O)N3CCOCC3)c(OC)c2)cc1 ?
KKLEB tox: -17; LRH-1 inv ag: 12; CF NFkB inh: 14; NCOA3 inh: -12; TROY NFkB inh: -45; TWEAK Fn14 block: -32; LMP1 NFkB inh: -6; Shn3 3UTR inh: -21; TRAIL sens C8: 13; NCOA1 inh: 2; NR2F2 inh: 15

How did CC1=NCCN1S(=O)(=O)c1ccc(Br)c(C)c1 do in these assays?
KKLEB tox: -1; LRH-1 inv ag: 7; CF NFkB inh: 5; NCOA3 inh: 9; TROY NFkB inh: 11; TWEAK Fn14 block: 16; LMP1 NFkB inh: 9; Shn3 3UTR inh: 8; TRAIL sens C8: 2; NCOA1 inh: -21; NR2F2 inh: -16

What do the screens show for `Cc1nc(Nc2cccc(C(C)O)c2)c2nnn(Cc3ccccc3F)c2n1` (stereo not drawn)?
KKLEB tox: 18; LRH-1 inv ag: 11; CF NFkB inh: 3; NCOA3 inh: 5; TROY NFkB inh: 7; TWEAK Fn14 block: -1; LMP1 NFkB inh: 3; Shn3 3UTR inh: 13; TRAIL sens C8: 0; NCOA1 inh: 9; NR2F2 inh: 8

Results for Cc1ccc(-c2nc3ccc([N+](=O)[O-])cc3[nH]2)cc1 ?
KKLEB tox: 2; LRH-1 inv ag: -169; CF NFkB inh: -46; NCOA3 inh: -99; TROY NFkB inh: 17; TWEAK Fn14 block: 51*; LMP1 NFkB inh: -32; Shn3 3UTR inh: -11; TRAIL sens C8: 34; NCOA1 inh: -92; NR2F2 inh: -13

Results for Cc1cc(Cl)ccc1OCCNC(=S)NC(=O)c1cccnc1 ?
KKLEB tox: -6; LRH-1 inv ag: -19; CF NFkB inh: -18; NCOA3 inh: -17; TROY NFkB inh: -25; TWEAK Fn14 block: -26; LMP1 NFkB inh: 3; Shn3 3UTR inh: -11; TRAIL sens C8: -2; NCOA1 inh: -96; NR2F2 inh: 7

How did CCOC1=C2CN(S(=O)(=O)c3ccc(C)cc3)[C@H](c3cccc4ccccc34)C[C@H]2[C@H]2C(=O)N(c3ccccc3)C(=O)[C@H]2C1 do in these assays?
KKLEB tox: -8; LRH-1 inv ag: 9; CF NFkB inh: -1; NCOA3 inh: 15; TROY NFkB inh: -5; TWEAK Fn14 block: -9; Shn3 3UTR inh: -7; TRAIL sens C8: 3; NCOA1 inh: -16; NR2F2 inh: 2

How did Cn1cc(/C=C(\NC(=O)c2ccccc2)C(=O)NCCN2CCOCC2)c2ccccc21 do in these assays?
KKLEB tox: 26; LRH-1 inv ag: 4; CF NFkB inh: -20; NCOA3 inh: 9; TROY NFkB inh: 24; TWEAK Fn14 block: 25; LMP1 NFkB inh: 6; Shn3 3UTR inh: 6; TRAIL sens C8: -32; NCOA1 inh: -25; NR2F2 inh: -23

How did O=C(NCc1ccccc1Cl)C1CCCN(c2ncnc3c2nc2n3CCCCC2)C1 (stereo not drawn) do in these assays?
KKLEB tox: 23; LRH-1 inv ag: 28; CF NFkB inh: -16; NCOA3 inh: 2; TROY NFkB inh: 15; TWEAK Fn14 block: -3; LMP1 NFkB inh: -3; Shn3 3UTR inh: -14; TRAIL sens C8: 9; NCOA1 inh: -4; NR2F2 inh: 0

How did CC(C)N1C(=O)CC(Nc2cccc3cccc(N)c23)C1=O (stereo not drawn) do in these assays?
KKLEB tox: -5; LRH-1 inv ag: 24; CF NFkB inh: -16; NCOA3 inh: 17; TROY NFkB inh: 14; TWEAK Fn14 block: 10; LMP1 NFkB inh: -1; Shn3 3UTR inh: -4; TRAIL sens C8: -17; NCOA1 inh: -39; NR2F2 inh: -9

Results for CC1CN(Cc2nc3c(c(=O)n(C)c(=O)n3C)n2CCCO)CC(C)O1 (stereo not drawn) ?
KKLEB tox: -20; LRH-1 inv ag: -5; CF NFkB inh: 12; NCOA3 inh: 8; TROY NFkB inh: 0; TWEAK Fn14 block: -19; LMP1 NFkB inh: -1; Shn3 3UTR inh: 9; TRAIL sens C8: -12; NCOA1 inh: 14; NR2F2 inh: -3

Results for CCOc1ccc(-n2c(SCC(=O)Nc3cc(C)on3)nc3c(c2=O)SCC3)cc1 ?
KKLEB tox: 24; LRH-1 inv ag: 6; CF NFkB inh: -16; NCOA3 inh: -2; TROY NFkB inh: -5; TWEAK Fn14 block: 4; LMP1 NFkB inh: -2; Shn3 3UTR inh: 2; TRAIL sens C8: 9; NCOA1 inh: 17; NR2F2 inh: 12

Results for O=C(NC(=S)N1CCN(c2nc(-c3ccccc3)cs2)CC1)c1cccnc1 ?
KKLEB tox: 0; LRH-1 inv ag: -31; CF NFkB inh: -2; NCOA3 inh: 9; TROY NFkB inh: -10; TWEAK Fn14 block: -15; LMP1 NFkB inh: 8; Shn3 3UTR inh: -9; TRAIL sens C8: 1; NCOA1 inh: -7; NR2F2 inh: 1

How did COc1ccccc1N=Cc1c(C)[nH]n(-c2ccc(C)cc2C)c1=O do in these assays?
KKLEB tox: 10; LRH-1 inv ag: 3; CF NFkB inh: -9; NCOA3 inh: 16; TROY NFkB inh: 11; TWEAK Fn14 block: 1; LMP1 NFkB inh: -8; Shn3 3UTR inh: 8; TRAIL sens C8: -1; NCOA1 inh: -6; NR2F2 inh: 2

Results for COc1cc(-c2nc3cnccn3c2NC(C)(C)CC(C)(C)C)ccc1O ?
KKLEB tox: 6; LRH-1 inv ag: -4; CF NFkB inh: 15; NCOA3 inh: 8; TROY NFkB inh: 10; TWEAK Fn14 block: -9; LMP1 NFkB inh: 10; Shn3 3UTR inh: 11; TRAIL sens C8: 14; NCOA1 inh: 14; NR2F2 inh: 19

Results for Cc1ccc(-c2nc(CS(=O)CC(=O)NCCN3CCCCCC3)c(C)o2)cc1 (stereo not drawn) ?
KKLEB tox: 19; LRH-1 inv ag: -26; CF NFkB inh: 7; NCOA3 inh: 5; TROY NFkB inh: 8; TWEAK Fn14 block: 10; LMP1 NFkB inh: 0; Shn3 3UTR inh: -17; TRAIL sens C8: 19; NCOA1 inh: 8; NR2F2 inh: 8

What do the screens show for `CC12CCC(=O)N1C(C(=O)Nc1cccc(S(=O)(=O)N3CCCCC3)c1)CS2` (stereo not drawn)?
KKLEB tox: -5; LRH-1 inv ag: -13; CF NFkB inh: 13; NCOA3 inh: -22; TROY NFkB inh: 30; TWEAK Fn14 block: -2; LMP1 NFkB inh: -4; Shn3 3UTR inh: -4; TRAIL sens C8: -5; NCOA1 inh: 14; NR2F2 inh: 4

What do the screens show for `CN(C)C(=O)c1c([N+](=O)[O-])c(C(C)(C)C)nn1C`?
KKLEB tox: 7; LRH-1 inv ag: 16; CF NFkB inh: -3; NCOA3 inh: 14; TROY NFkB inh: -11; TWEAK Fn14 block: -21; LMP1 NFkB inh: 5; Shn3 3UTR inh: -2; TRAIL sens C8: 3; NCOA1 inh: -8; NR2F2 inh: 7
